# High-throughput results deposited in PubChem BioAssay by National Center for Advancing Translational Sciences (NCATS).
# HCMV antiviral: qHTS Assay for inhibitors of the human cytomegalovirus (HCMV); 4.5% of 410,000 active; HFF cells, HCMV-luciferase reporter, 72 h; active compounds read low; activity change, negative = inhibition, % at 57.5 µM; in the data active = activity change below about -60%; inconclusive = no clear call, values can overlap the other calls; inactive = above about -39%
#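 Cell-based, HFFs, 1000 cells/well, 16 h 37C; cpds in DMSO + HCMV-luc, MOI 1 PFU/cell; 72 h 37C; OneGlo luminescence after 5 min RT; norm. to buffer vs Salinomycin 10uM.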
# AmpC inh detg: qHTS Inhibitors of AmpC Beta-Lactamase (assay with detergent). 0.041% of 370,000 active. Potency, µM (top dose mostly 114 µM), without a hit: at the highest dose activity change, negative = inhibition, hits mostly inhibitors. AmpC hydrolysis of nitrocefin, absorbance 480 nm, 0.01% Triton. AID 485294, 2010. P00811;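 also: potency is read from the fitted curve at half-maximal effect; 0% = no-compound wells and -100% = no-enzyme wells; nearly all actives have a fitted effect of over 25% in size; some results filed as inactive show a strong effect at the top dose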
# Target sequence (P00811 whole entry, looked up): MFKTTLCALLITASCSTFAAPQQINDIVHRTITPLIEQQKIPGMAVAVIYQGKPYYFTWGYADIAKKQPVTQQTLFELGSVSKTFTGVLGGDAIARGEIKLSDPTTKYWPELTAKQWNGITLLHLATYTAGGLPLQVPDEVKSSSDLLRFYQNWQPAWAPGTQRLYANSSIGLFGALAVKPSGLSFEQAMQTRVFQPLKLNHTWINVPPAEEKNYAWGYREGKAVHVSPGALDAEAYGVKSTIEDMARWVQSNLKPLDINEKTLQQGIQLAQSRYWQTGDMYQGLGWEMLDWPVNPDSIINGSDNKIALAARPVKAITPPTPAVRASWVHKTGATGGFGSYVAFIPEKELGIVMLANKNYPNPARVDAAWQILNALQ
#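 AmpC (5.3 nM in the dispensed reagent) in 20 mM phosphate pH 7.0 with 0.01% (detergent screen) or 0.0001% Triton X-100 was preincubated with compounds for 15 min at room temperature. Nitrocefin was then added from an 800 uM solution, and hydrolysis was followed at 480 nm.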
# FBPA Giardia inh: qHTS Assay for Inhibitors of Fructose-1,6-bisphosphate Aldolase from Giardia Lamblia; 0.71% of 290,000 active; A8B2U2; purified Giardia FBPA; Potency, µM (doses to about 59.6 µM), for inactives: at the highest dose activity, negative = inhibition, most hits filed as inhibitors; AID 2451, 2010; also: potency is read from the fitted curve at half-maximal effect; nearly all actives have a fitted effect of over 55% in size
# Target sequence (A8B2U2 whole entry, looked up): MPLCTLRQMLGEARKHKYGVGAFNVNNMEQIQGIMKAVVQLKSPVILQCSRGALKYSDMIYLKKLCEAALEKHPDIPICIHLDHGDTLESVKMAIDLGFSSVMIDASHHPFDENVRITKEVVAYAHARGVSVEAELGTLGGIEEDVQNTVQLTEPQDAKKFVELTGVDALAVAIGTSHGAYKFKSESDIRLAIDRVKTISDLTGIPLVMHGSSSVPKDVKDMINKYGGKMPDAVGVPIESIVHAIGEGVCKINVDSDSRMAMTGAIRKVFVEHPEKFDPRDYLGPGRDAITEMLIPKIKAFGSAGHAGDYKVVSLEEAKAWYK
#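 40 nM FBPA preincubated 10 min at RT with compound (up to 57.5 uM final), then substrate plus GAPDH/TPI/NAD/arsenate coupling and diaphorase/resazurin added. Fluorescence read after 20 min at RT, 525/598 nm.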
# AMA1-RON2 inh: qHTS for Inhibitors of AMA1-RON; Towards Development of Antimalarial Drug Lead: Primary Screen; Plasmodium falciparum AMA1 (3D7) - RON2 peptide interaction; AlphaScreen AMA1-biotinylated RON2 peptide binding; Potency, µM (doses to about 58.2 µM), for inactives: top-dose activity change, negative = inhibition, most hits filed as inhibitors; 0.2% of 360,000 active; AID 720542, 2013;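 also: potency is read from the fitted curve at half-maximal effect; 0% = vehicle wells and -100% = peptide control; nearly all actives have a fitted effect of over 45% in size; some results filed as inactive show a strong effect at the top dose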
#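 AMA1 (3D7) with his tag at 25 nM final met compounds first, then biotinylated RON2 peptide at 25 nM; detection used donor plus acceptor beads, 10 µg/mL apiece, read by AlphaScreen after 30 min at room temperature.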
# Sm TGR block: qHTS Assay for the Inhibitors of Schistosoma Mansoni Peroxiredoxins. Potency, µM (doses to about 114 µM), inactives show at the top dose activity change, negative = inhibition, hits mostly inhibitors. 3% of 360,000 active. purified TGR, DTNB reduction, TNB absorbance 405 nm. AID 485364, 2010; also: potency is read from the fitted curve at half-maximal effect; nearly all actives have a fitted effect of over 60% in size
#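 TGR 20 nM + NADPH 100 uM (dispensed conc.), cpd preinc 15 min RT; start with NADPH (500 uM addition) then DTNB (15 mM addition). Kinetic TNB absorbance, 405 nm filter. Four-parameter Hill fit across titration.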
# HCV inhibitor: qHTS Assay for Inhibitors of Hepatitis C Virus (HCV) | AID 651820, 2012 | Huh7.5.1 HCVcc-Cre infection, luciferase reporter, 44 h | 3.4% of 340,000 active | Potency, µM (highest dose often 41.8 µM), for the others: top-dose activity change, negative = inhibition, hits mostly inhibitors; also: potency is read from the fitted curve at half-maximal effect
#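 1,000 cells/well; 4 h culture; + compound; + HCVcc-Cre (~0.5 moi); 44 h; luciferase substrate, RT 15 min; read 15 sec.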
# An asterisk follows results filed as active; ? = inconclusive; / = not tested or not shown; [ ] = remark or other dose. Unless noted, calls follow the shape of the dose curve; as a rule, active = well fitted curve in the direction sought with a large enough effect; inconclusive = small, poorly fitted or top-dose-only effect, or another doubt; inactive = no such curve, though single readings can be large; an effect the other way counts as inactive or inconclusive. Unless noted, % is scaled to controls: 0 for no effect and ±100 for the full control effect.
SMILES,HCMV antiviral,AmpC inh detg,FBPA Giardia inh,AMA1-RON2 inh,Sm TGR block,HCV inhibitor
O=C(CCC(=O)Nc1ccc(F)cc1)N/N=C/c1ccccc1,37,-3%,6%,18%,10%,8%
CCOc1ccc2nc(NC(=O)c3c([N+](=O)[O-])cnn3CC)sc2c1,30,-12%,8%,11%,-1%,26%
O=C(CNc1cccc(S(=O)(=O)N2CCCCCC2)c1)Nc1cccc([N+](=O)[O-])c1,-9,0%,/,-5%,-1%,?
CCOc1ncccc1C(=O)Nc1ccc(-c2cn3ccsc3n2)cc1,-21,-14%,-1%,-21%,-5%,-10%
CCNC(=O)CC1C(=O)N(CC)C(=S)N1NC(=O)c1cccnc1 (centres undefined),108,-12%,?,47%[activator],1%,7%
COc1cc(OC)c(NC(=O)C(NS(=O)(=O)c2cccc3nsnc23)c2ccccc2)cc1Cl (centres undefined),13,0%,/,/,-8%,/
CCN(CC(=O)Nc1ccc(NC(C)=O)cc1)C(=O)c1c(C)nn(-c2ccc(F)cc2)c1Cl,23,/,/,-8%[11.6 µM],/,1%
O=C(CNC(=O)c1ccc(Cl)cc1Cl)OCC(=O)c1ccc2c(c1)OCCO2,-18,?,4%,-3%,1%,9%
O=C(Nc1ccccc1OCc1ccccc1)c1ccccc1Br,1,3%,0%,43%[activator],0%,11µM*
CC1=CC(=C2C(=O)NC(=S)NC2=O)C=C(C(F)(F)F)N1C,-19,0%,-3%,-7%,0%,-1%
CCCCNc1nnc(SCC(=O)c2c(N)n(C3CC3)c(=O)[nH]c2=O)s1,-14,/,/,3%,/,5%
Cc1ccc(OCc2nnc(SCC(=O)NC3CCCCC3)n2C)cc1,-6,?,0%,-21%,-21%,20%
NC1=NC[C@H](c2ccccc2)N1CC1CCCCC1,-33,/,/,10%,/,22%
CCC(C(=O)Nc1ncccn1)(C(F)(F)F)C(F)(F)F,2,?,-3%,-3%,1%,13%
Cc1ccc(C(=O)Cn2c(=N)n(N)c3ccccc32)cc1,39,0%,-5%,-5%,10%,-7%
CC1=C(C)CC2(C(=O)NC(=O)NC2=O)C(C)C1 (centres undefined),16,/,/,10%,/,34%[activator]
C1=C(N2CCOCC2)/C(=C/c2nc3ccccc3[nH]2)CC1,/,5%,?,-2%,5.6µM*,11%
COc1ccc2c(c1)CCc1sc(NC(=O)c3ccco3)nc1-2,/,2%,?,-7%,-5%,-25%
Cc1ccc(C(C)C)c(OCC(=O)OCC(=O)NC2CC2)c1,40,/,/,-13%,/,7%
CCOc1cccc2cc(C(=O)Nc3cc(C)on3)c(=O)oc12,10,?,2%,-7%,-1%,5%

# Compound profiles, from the list above.
# Listed for NC1=NC[C@H](c2ccccc2)N1CC1CCCCC1 → HCMV antiviral = -33; AmpC inh detg = /; FBPA Giardia inh = /; AMA1-RON2 inh = 10%; Sm TGR block = /; HCV inhibitor = 22%
# Listed for CCC(C(=O)Nc1ncccn1)(C(F)(F)F)C(F)(F)F → HCMV antiviral = 2; AmpC inh detg = ?; FBPA Giardia inh = -3%; AMA1-RON2 inh = -3%; Sm TGR block = 1%; HCV inhibitor = 13%

# Going on with the list:
SMILES,HCMV antiviral,AmpC inh detg,FBPA Giardia inh,AMA1-RON2 inh,Sm TGR block,HCV inhibitor
COc1cc2c(c(OC)c1OC)-c1ccc(O)c(=O)cc1[C@@H](N)CC2,-32,-18%,/,?,-11%,-14%
CCc1ccc(C(=O)CN2C(=O)C(C)N(c3ccc(C)cc3)C2=O)cc1 (centres undefined),8,?,4%,10%,-2%,-12%
O=C(O)CSCC(=O)Nc1cccc(C(F)(F)F)c1,3,-4%,10%,14%,0%,6%
O=C(Nc1cccc(-c2cnc3ccccc3n2)c1)c1ccc(Cl)cc1,-9,0%,8%,-4%,-23%,-1%
C=C1C2[C@H](OC(C)=O)[C@@H]3CC(=O)[C@]4(C)OC[C@@]3(C)[C@@]4(O)[C@@H](OC(C)=O)[C@H](OC(C)=O)[C@@]2(COC(=O)c2ccccc2)[C@@H](OC(C)=O)C[C@@H]1O (some centres undefined),24,-1%,-2%,-1%,2%,7%
CCS(=O)(=O)c1nc(S(=O)(=O)c2ccc(Cl)cc2)c(N2CCOCC2)s1,?,-1%,/,0%,22µM*,2%
COC(=O)c1ccc(Cn2c(SCC(=O)NCc3ccccc3)nc3ccccc32)cc1,6,17%,/,/,4%,/
C=CCn1cnc2c(nnn2-c2ccc(Cl)cc2)c1=O,-27,0%,6%,4%,-2%,-6%
CCOC(=O)N1CCN(C(=O)COC(=O)c2oc3ccc(OC)cc3c2C)CC1,-13,5%,-5%,8%,8%,-11%
CC1CN(c2ccc(Cl)cc2)c2nc3c(c(=O)[nH]c(=O)n3C)n2C1 (centres undefined),-23,-7%,3%,1%,-2%,5%
O=C(O)c1ccc(NS(=O)(=O)c2ccc3nnn(O)c3c2)cc1,-26,-3%,14%,6%,1%,14%
COc1ccc(-n2ncc3c(N(C)C4CCCCC4)ncnc32)cc1,-88*,3%,-2%,-3%,4%,7%
CN(C)S(=O)(=O)Nc1ccc2c(c1)Cc1ccccc1-2,195,?,-4%,0%,3%,-6%
CCOc1ccc(C=NNC(=O)c2ccc(-n3cnnn3)cc2)cc1,-12,/,/,22%,/,-5%
CS(=O)(=O)c1ccc(-c2cccc(NC(=O)COc3ccc(Cl)cc3)c2)nn1,-28,?,-13%,0%,-3%,-25%
Cc1ccc(-c2cc(C(F)(F)F)n3ncc(C(=O)N4CCCCC4c4cccnc4)c3n2)cc1 (centres undefined),30,3%,2%,-4%,0%,?
O=C(Nc1ccccc1F)c1ccn[nH]1,?,?,3%,-3%,7%,5%
Cc1cc(SCc2cccc(Cl)c2)nc(=O)[nH]1,0,-5%,11%,-2%,-9%,4%
Cc1ccc(C(=O)N2CCOCC2)cc1S(=O)(=O)N1CCCCC1,35,5%,/,-4%,-22%,/
O=C(/C=C/c1cc([N+](=O)[O-])ccc1OC(F)F)NCc1ccc(F)cc1,-18,-9%,-1%,-3%,-19%,?
COc1ccccc1NC(=O)CSc1nnc(CC(=O)Nc2ccccc2C)n1C,-30,-4%,12%,1%,0%,-9%
CC(C)=CC(=O)Nc1ccc(Cl)cc1,5,-6%,-12%,0%,-5%,1%
O=C1NC(=NCc2ccccc2)NC1(c1ccccc1)c1ccccc1,-22,/,/,-7%,/,?
CC(C)N(C(=O)Cn1c(-c2ccccc2Cl)nc2ccccc21)c1ccccc1,55,?,-10%,-5%,-7%,6%
Cc1nc2ccccc2n1CC(=O)OCC(=O)N1CCC(C)CC1,11,/,/,18%,/,-2%
Cc1ccc(C(=O)Nc2cccc(-c3cnc4ccccc4n3)c2)cc1,3,-6%,4%,2%,-11%,-29%
COc1ccc(NC(=O)Nc2ccc(F)c(F)c2)c(OC)c1,?,8%,-5%,-11%,12%,?
O=C(NCc1ccco1)c1ccc(C(=O)NCc2ccco2)cc1,-69*,/,/,-3%,/,18%
Cc1nn(Cc2c(Cl)cccc2Cl)c(C)c1N,46,1%,-1%,-19%,-1%,-18%
COCCCN1CC(=O)N2C(c3ccc(OC)c(OC)c3)c3[nH]c4ccccc4c3C[C@H]2C1=O (some centres undefined),3,-2%,1%,-11%,9%,-2%
Nc1nc(Cl)nc(N(c2ccccc2)c2ccccc2)n1,21,-8%,5%,-7%,-8%,-9%
CSc1ccccc1Sc1cc(C(=O)O)c2ccccc2n1,25,-1%,9%,1%[11.6 µM],-19%,16%
COc1ccc(N2C(=O)/C(=C\c3ccco3)N=C2SCC(=O)NC(C)(C)C)cc1Cl,-19,-3%,-11%,-25%,-25%,?
CC(OC(=O)Cc1c[nH]c2ccccc12)C(=O)c1ccccc1 (centres undefined),21,-11%,/,-10%,-16%,-4%
Cn1c(C(=O)O)ccc1S(=O)(=O)N(Cc1ccccc1)Cc1ccccc1,15,3%,26%,-6%,-2%,6%
COc1ccc(/C=C/C(=O)Nc2ccc(N3CCOCC3)cc2)cc1,?,?,-1%,14%,-11%,-23%
CC(=O)Nc1ccccc1NC(=O)c1cccc2ccccc12,14,-5%,0%,-3%,4%,-1%
CCOC(=O)CN1N=C(c2ccc(Cl)cc2)CCC1=O,?,2%,2%,-2%,-12%,-17%
O=C(c1c(F)cccc1F)N(C1CCCCC1)C1CCCCC1,-10,-12%,4%,1%,12%,-6%

# Of the compounds above, these contain an NH in an aromatic ring.
SMILES,HCMV antiviral,AmpC inh detg,FBPA Giardia inh,AMA1-RON2 inh,Sm TGR block,HCV inhibitor
CCCCNc1nnc(SCC(=O)c2c(N)n(C3CC3)c(=O)[nH]c2=O)s1,-14,/,/,3%,/,5%
C1=C(N2CCOCC2)/C(=C/c2nc3ccccc3[nH]2)CC1,/,5%,?,-2%,5.6µM*,11%
CC1CN(c2ccc(Cl)cc2)c2nc3c(c(=O)[nH]c(=O)n3C)n2C1 (centres undefined),-23,-7%,3%,1%,-2%,5%
O=C(Nc1ccccc1F)c1ccn[nH]1,?,?,3%,-3%,7%,5%
Cc1cc(SCc2cccc(Cl)c2)nc(=O)[nH]1,0,-5%,11%,-2%,-9%,4%
COCCCN1CC(=O)N2C(c3ccc(OC)c(OC)c3)c3[nH]c4ccccc4c3C[C@H]2C1=O (some centres undefined),3,-2%,1%,-11%,9%,-2%
CC(OC(=O)Cc1c[nH]c2ccccc12)C(=O)c1ccccc1 (centres undefined),21,-11%,/,-10%,-16%,-4%
